APEX1 inh = APE1 (human) endonuclease inhibition; P27695; recombinant APE1, TAMRA/BHQ-2 abasic DNA cleavage fluorescence; Potency, µM (series often up to 65.8 µM), for the others: at the highest dose activity change, negative = inhibition, most hits filed as inhibitors; actives 0.35% (n = 350,000); AID 2517;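 also: potency is read from the fitted curve at half-maximal effect; plate controls were vehicle for no effect and reference inhibitor for full effect; nearly all actives have a fitted effect of over 55% in size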
Target sequence (P27695 whole entry, looked up): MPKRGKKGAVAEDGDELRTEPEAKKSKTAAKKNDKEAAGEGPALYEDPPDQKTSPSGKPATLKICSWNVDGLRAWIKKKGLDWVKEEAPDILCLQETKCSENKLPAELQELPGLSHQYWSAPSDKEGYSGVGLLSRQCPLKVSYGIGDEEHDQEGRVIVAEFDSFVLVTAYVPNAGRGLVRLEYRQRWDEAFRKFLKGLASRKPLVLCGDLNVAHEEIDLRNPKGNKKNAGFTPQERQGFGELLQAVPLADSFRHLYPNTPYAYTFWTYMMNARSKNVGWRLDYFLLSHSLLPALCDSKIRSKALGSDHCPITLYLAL
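Enzyme (0.75 nM final) and test compound are incubated 15 min at room temperature before adding 50 nM quenched THF abasic-site duplex. Cleavage dequenches TAMRA, followed at 525/598 nm over three reads one minute apart.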
TRHR ag = activates the human TRH receptor | activation, % at 2 µM | P34981 | TRHR cells, calcium flux fluo-8, FDSS agonist mode | actives 0.18% (n = 360,000); in the data active = activation above about 30%; also: 0% is about no effect
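In this calcium-flux screen, cells bearing human TRHR are dye-loaded with fluo-8, baselined for 10 cycles, then exposed to library compounds; positive kinetic calcium responses during the agonist phase mark hits, with TRH as control.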
BLM inh = inhibitors of human Bloom syndrome helicase BLM; P54132; recombinant BLM DNA unwinding, fluorescence dequenching; Potency, µM (highest dose often 56.1 µM), inactives show top-dose activity change, negative = inhibition, most hits filed as inhibitors; actives 0.2% (n = 350,000);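 also: potency is read from the fitted curve at half-maximal effect; plate controls were vehicle for no effect and no enzyme for full effect; nearly all actives have a fitted effect of over 35% in size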
POLB inh = blocks human DNA polymerase beta activity; P06746; Pol beta primer extension/strand displacement, fluorescence kinetic; Potency, µM (doses to about 114 µM), for the others: top-dose activity change, negative = inhibition, hits mostly inhibitors; actives 1.3% (n = 340,000); also: potency is read from the fitted curve at half-maximal effect; % is scaled to controls: 0 for no effect and ±100 for the full control effect
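Pol beta (10 nM) and compounds were preincubated 15 min at room temperature, then 50 nM substrate (final) started primer extension/strand displacement. Reads were taken at 0 and 10 min; concentration-response data were fitted to a four-parameter Hill equation.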
Anesthetic bind = binds horse apoferritin like a general anesthetic. P02791. apoferritin/1-aminoanthracene competitive binding, fluorescence. Potency, µM (highest dose often 77.5 µM), for inactives: top-dose activity change, negative = displacement, actives largely listed as inhibitors. AID 485281. actives 0.074% (n = 350,000); also: potency is read from the fitted curve at half-maximal effect; % is scaled to controls: 0 for no effect and ±100 for the full control effect; nearly all actives have a fitted effect of over 20% in size
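Read-out: endpoint 1-AMA fluorescence, excitation 380 nm and emission 535 nm, after compounds sit 10 min at room temperature with 10 uM horse-spleen apoferritin in 50% saturated 1-AMA/PBS. Values come from four-parameter Hill fits.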
ERG-DNA inh = blocks human ERG Ets domain binding to DNA | fluorescence polarization, His-ERG Ets domain / labelled DNA | Potency, µM (top dose mostly 76.9 µM), for inactives: at the top dose FP activity, negative = inhibition, most hits filed as inhibitors | actives 0.028% (n = 370,000) | P11308; active = well fitted inhibition curve with a large enough effect in the polarisation, with a control signal flat; inconclusive = small, poorly fitted or top-dose-only effect, or effect the other way, or a change in a side signal; inactive = no such curve, though single readings can be large or run the other way; the % refers to the polarisation;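 also: polarization taken with two DNA probes labelled with fluorescein and Texas red; potency is read from the fitted curve at half-maximal effect; % of control where 0% means no effect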
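His-tagged ERG Ets domain (1 uM in the protein solution; 300mM KCl, 50mM Tris-HCl, 1mM EDTA, 1mM DTT, pH 7.5) received compound, then a probe mix of 5 nM fluorescein-DNA and 100nM Texas-615-DNA. Fluorescence polarization was read for both dyes.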
ALOX12 inh = blocks human arachidonate 12S-lipoxygenase | actives 1.1% (n = 580,000) | purified 12hLO, xylenol orange hydroperoxide absorbance | P18054 | Potency, µM (series often up to 108 µM), for the others: top-dose activity change, negative = inhibition, usual class: inhibitors | AID 1671190; also: potency is read from the fitted curve at half-maximal effect; % is scaled to controls: 0 for no effect and ±100 for the full control effect
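Purified human 12hLO at 150 nM in 25 mM Hepes, 0.01% Triton X-100, pH 7.0, preincubated 15 min at room temperature with compound. Reaction started with 40 uM arachidonic acid, 30 min at room temperature. Hydroperoxide measured by Fe-xylenol orange, 573/405 nm absorbance ratio.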
Pol kappa inh = blocks human DNA polymerase kappa activity; actives 0.53% (n = 400,000); AID 588579; Potency, µM (doses to about 107 µM), for the others: top-dose activity, negative = inhibition, usual class: inhibitors; Q9UBT6; purified Pol kappa, fluorescent DNA synthesis assay, 10 min; also: potency is read from the fitted curve at half-maximal effect; % is scaled to controls: 0 for no effect and ±100 for the full control effect
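Kinetic fluorescence screen: compound preincubated 15 min RT with 10 nM enzyme; 50 nM substrate (final) initiates; reads at 0/10 min.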
POLI inh = blocks human DNA polymerase iota activity; Potency, µM (highest dose often 115 µM), without a hit: top-dose activity, negative = inhibition, actives largely listed as inhibitors; actives 1% (n = 390,000); Q9UNA4; Pol iota fluorescent replication assay, 10 min; also: potency is read from the fitted curve at half-maximal effect
Target sequence (Q9UNA4 whole entry, looked up): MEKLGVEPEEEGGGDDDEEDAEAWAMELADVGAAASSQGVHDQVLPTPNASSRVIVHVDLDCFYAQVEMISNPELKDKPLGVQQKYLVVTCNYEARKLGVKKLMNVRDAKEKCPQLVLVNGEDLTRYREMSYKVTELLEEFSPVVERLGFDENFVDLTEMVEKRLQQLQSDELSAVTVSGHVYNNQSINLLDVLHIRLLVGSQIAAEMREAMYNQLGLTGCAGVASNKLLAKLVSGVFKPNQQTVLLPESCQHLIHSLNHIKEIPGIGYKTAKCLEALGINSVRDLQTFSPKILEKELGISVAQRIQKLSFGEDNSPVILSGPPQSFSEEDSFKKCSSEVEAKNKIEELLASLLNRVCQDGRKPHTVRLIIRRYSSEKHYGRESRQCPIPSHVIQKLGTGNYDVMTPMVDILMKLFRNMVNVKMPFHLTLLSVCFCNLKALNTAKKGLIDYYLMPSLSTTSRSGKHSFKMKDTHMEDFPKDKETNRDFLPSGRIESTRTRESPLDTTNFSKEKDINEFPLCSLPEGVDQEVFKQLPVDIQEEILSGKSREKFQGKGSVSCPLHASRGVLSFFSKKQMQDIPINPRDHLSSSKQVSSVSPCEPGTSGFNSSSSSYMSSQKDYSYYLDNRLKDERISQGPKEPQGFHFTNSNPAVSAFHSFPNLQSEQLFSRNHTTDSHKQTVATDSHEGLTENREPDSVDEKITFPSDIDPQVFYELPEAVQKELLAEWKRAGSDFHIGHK
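Fluorescent replication assay read twice, at 0 min and 10 min after adding 50 nM (final) substrate. Enzyme (10 nM) and compounds were first incubated 15 min at room temperature; enzyme-free buffer wells were negative controls.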
Starred values were filed as active, the others as inactive; i = inactive; ? = inconclusive; / = no result given; [ ] = another dose, or the depositor's remark. Unless noted, calls follow the shape of the dose curve; as a rule, active = well fitted curve in the direction sought with a large enough effect; inconclusive = small, poorly fitted or top-dose-only effect, or another doubt; inactive = no such curve, though single readings can be large; an effect the other way counts as inactive or inconclusive. Some of the compounds tested; the hit share may differ from the screen's.

TRHR ag,Anesthetic bind,BLM inh,Pol kappa inh,ERG-DNA inh,POLB inh,POLI inh,ALOX12 inh,APEX1 inh,SMILES
-0.1,-8%,-5%,1%,-2%,17%,-18%,17%,-3%,c1ccc(-c2csc(N3CCc4ccccc4C3)n2)cc1
-0.4,-2%,-2%,3%,-4%,-22%,130%[activator],4%,-2%,Cc1ccc(S(=O)(=O)CCc2nc3ccccc3[nH]2)cc1
-0.1,-8%,-10%,-8%,-10%,-20%,-12%,346%[activator],14%,COc1ccc2oc(C(=O)N(C)CCOc3ccc(Cl)cc3)c(C)c2c1
0.2,/,/,-7%,-1%,/,37%[activator],-16%,-18%,Cc1noc(C)c1COc1ccc(C(=O)N2CCN(c3cccc(Cl)c3)CC2)cc1
-0.4,-16%,2%,-11%,-8%,20%,17%,?,3%,S=C(Nc1ccccc1)Nn1cnnc1
/,/,/,-10%,-5%,/,-25%,/,-12%,COc1ccc(OC[C@@H](O)CNC(=O)c2cccc3c2C(=O)c2ccc(-c4ccc(F)cc4OCc4ccccc4)cc2S3(=O)=O)cc1
0.4,-11%,-1%,-3%,-2%,-15%,24%,-23%,2%,CCOC(=O)Nc1ccccc1C(=O)N1CCOCC1
-0.7,-4%,-4%,-11%,-2%,10%,36%[activator],-19%,-2%,CC(Oc1ccc(Cl)cc1Cl)C(=O)Nc1ccc(OCC(=O)O)cc1 (centres undefined)
0.9,-15%,0%,1%,13%,-2%,27%,-6%,1%,O=C(OCC(=O)N1CCCC1)c1ccc(S(=O)(=O)Nc2ccccc2)cc1
-0.5,?,-9%,?,-5%,50µM*,22µM*,?,10%,CC(=O)c1cccc(NC(=O)CSc2ccc(-c3ccco3)nn2)c1
0.7,5%,-2%,-15%,-3%,10%,1%,0%,17%,COc1ccc(-n2c3c(cc(C(=O)N4CCCCC4)c2=O)C(=O)CC(C)(C)C3)cc1
0.2,?,-5%,-6%,-3%,?,1%,?,-2%,COC(=O)c1ccccc1NC(=S)NC(=O)C1CCCCC1
-1.6,-21%,0%,2%,2%,2%,?,?,8%,O=C(Oc1ccccc1C(=S)N1CCCCC1)c1cc([N+](=O)[O-])cc([N+](=O)[O-])c1
0.2,5%,-3%,-18%,0%,17%,-18%,3%,24%,CCOC(=O)/C=C/C(=O)OCC(=O)NCc1ccccc1
0.3,-5%,-6%,-5%,1%,17%,35%[activator],0%,-2%,Cc1ccc(C(=O)Nc2c3c(nn2C(C)(C)C)CS(=O)(=O)C3)cc1[N+](=O)[O-]
0.4,-5%,-3%,-19%,3%,-4%,30%[activator],5%,12%,O=C1CCC(C(=O)N2CCCC2)CN1CCc1cccc(F)c1 (centres undefined)
/,/,?,28µM*,/,/,/,?,0%,O=c1c(-c2cc(F)cc(F)c2)nc2cnc(N3CCNCC3)nc2n1Cc1cccs1
-1.1,-14%,-3%,-2%,-18%,25%,65%[activator],16%,0%,Cc1ccc(Cl)c(OC(=O)Cn2cnc3c2c(=O)n(C)c(=O)n3C)c1
0.5,-2%,-9%,11%,7%,-7%,33%[activator],0%,55%[activator],Cc1ccc(-n2nc(C(=O)NN)c(C)c(C#N)c2=O)cc1Cl
-0.4,?,-8%,1%,-2%,?,-6%,-8%,/,CCN(CC)c1ccc(-c2nc(-c3ccncc3)no2)cc1[N+](=O)[O-]
0.3,-12%,-4%,-12%,6%,0%,21%,-10%,/,Cc1ccc2c(c1)c1c(c(=O)n(-c3ccccc3C)c(=O)n1CC(=O)NCCC1=CCCCC1)n2C
-1.1,5%,-1%,-11%,3%,-1%,-9%,0%,7%,COc1cc(N)ccc1-c1cc2ccccc2oc1=O
0.1,-14%,-4%,-12%,0%,2%,38%[activator],6%,/,Cc1ccc(CN2C(=O)N(c3ccccc3)C(=O)C2CC(=O)Nc2ccccc2)cc1 (centres undefined)
-0.7,-9%,-5%,-5%,-4%,14%,16%,52%[activator],16%,O=C(NCCc1ccco1)C(=O)NCC1OCCCN1S(=O)(=O)c1ccc(Cl)cc1 (centres undefined)
0.9,-13%,-3%,2%,25%,0%,6%,173%[activator],0%,CC(C)NC(=O)N1CCOCCOCCN(C(=O)NC(C)C)CCOCCOCC1
-0.1,-7%,-6%,-20%,-3%,?,47%[activator],-7%,1%,NS(=O)(=O)c1ccc(NC(=O)CSc2nc3ccccc3[nH]2)cc1
0.0,-4%,-1%,-4%,13%,?,18%,2%,19%,O=C(Nc1ccc(F)cc1F)N1CCN(C(=O)c2ccco2)CC1
0.5,?,-2%,-11%,-3%,1%,-27%,-24%,-5%,CCOc1cccc(/C=N/NC(=S)Nc2ccccc2[N+](=O)[O-])c1O
0.9,-5%,-5%,-1%,-5%,-2%,-5%,-26%,/,Cc1ccc(OCCn2c(-c3ccc(Cl)cc3)nc3ccccc3c2=O)c(C)c1
-0.3,/,/,2%,-14%,/,20%,-12%,45%,CCN(CC(=O)Nc1ccc(NC(C)=O)cc1)C(=O)c1ccc(N2CCCC2)c([N+](=O)[O-])c1
/,/,/,-1%,-1%,/,12%,?,/,O=C(N/N=C/c1cccnc1)c1cc(-c2ccc(Cl)cc2)nc2ccccc12
0.1,6%,-17%,-9%,0%,-14%,?,3%,1%,Cc1nn(CC(O)CN2c3ccccc3Sc3ccccc32)c(C)c1Br (centres undefined)
0.0,?,-2%,-2%,-4%,-2%,15%,0%,12%,COc1ccc(N(CC(=O)NC(C)(C)C)C(=O)c2ccco2)cc1
1.0,-4%,0%,-6%,-2%,9%,23%,-15%,23%,CCCCOc1c(Cl)cc(C(=O)N(C)CC(=O)Nc2ccc(N3CCOCC3)cc2)cc1OCC
0.4,33%[activator],-2%,-1%,7%,-15%,15%,17%,-2%,Cc1cc(C)cc(NC(=O)C2CCCN(S(=O)(=O)c3cnc[nH]3)C2)c1 (centres undefined)
-1.3,-8%,-5%,-8%[60.1 µM],/,27%,-14%,5%,0%,O=C(Nc1ccc(-c2csc(-c3ccccc3)n2)cc1)c1ccccc1Cl
/,/,-11%,-1%[60.1 µM],/,/,/,22µM*,0%,CN1CCN(c2ccnc(-c3ccoc3)n2)CC1
-0.4,-8%,1%,-13%,3%,-2%,17%,14%,-7%,CCOC(=O)N1CCC(NC(=O)CS(=O)(=O)Cc2nc(-c3ccccc3C)oc2C)CC1
-0.1,-7%,-2%,-6%,11%,-1%,15%,-18%,-5%,Cc1nc2ccccc2c(=O)n1CCCO
-0.2,-2%,-9%,-3%,5%,30%,-16%,-24%,/,Cc1cccc(C)c1Nc1c(-c2ccsc2)nc2ccc(Cl)cn12

Given with two lines to a compound: 2 of the compounds above
Order of values: TRHR ag	Anesthetic bind	BLM inh	Pol kappa inh	ERG-DNA inh	POLB inh	POLI inh	ALOX12 inh	APEX1 inh
CCOC(=O)N1CCC(NC(=O)CS(=O)(=O)Cc2nc(-c3ccccc3C)oc2C)CC1
 : -0.4	-8%	1%	-13%	3%	-2%	17%	14%	-7%
Cc1nn(CC(O)CN2c3ccccc3Sc3ccccc32)c(C)c1Br (centres undefined)
 : 0.1	6%	-17%	-9%	0%	-14%	?	3%	1%

New compounds follow
TRHR ag,Anesthetic bind,BLM inh,Pol kappa inh,ERG-DNA inh,POLB inh,POLI inh,ALOX12 inh,APEX1 inh,SMILES
-1.0,?,-5%,1%,-8%,21%,32%[activator],8%,1%,CC(Oc1ccccc1)c1ccn[nH]1 (centres undefined)
/,/,-1%,-3%[60.1 µM],/,/,/,-6%,-18%,COc1cccc(Cn2c(=O)c(-c3cccc(F)c3)nc3cncnc32)c1
-0.9,3%,0%,-11%,-3%,20%[57.1 µM],44%[activator],1%,0%,CC12CCC(C(=O)Nc3ccccc3-n3cccc3)(CC1=O)C2(C)C (centres undefined)
-0.7,-3%,-2%,-5%[60.1 µM],9%,-1%,15%,-3%,/,O=c1cc(CN2CCN(S(=O)(=O)c3ccccc3)CC2)nc2sc(-c3ccccc3Cl)nn12
0.2,/,/,-2%,6%,/,8%,374%[activator],9%,CN1CCC(N(C)C(=O)c2ccc(Cl)c(S(=O)(=O)Nc3cc(Cl)ccc3Cl)c2)CC1
-0.7,?,-9%,-3%,7%,3%,-5%,-12%,4%,O=[N+]([O-])c1ccc(N2CCN(c3ccccc3O)CC2)c(Cl)c1
0.5,-23%,-3%,-1%,-2%,-1%,3.5µM*,0%,-6%,Nc1c(N2CCOCC2)cc(Cl)c2nonc12
-1.0,8%,-9%,-10%,4%,0%,?,-4%,-6%,COc1ccc2nc(NC(=O)C3CCN(S(=O)(=O)c4cccs4)CC3)sc2c1
-0.5,-11%,-2%,1%,-7%,38%,9%,i,-13%,CCC(C)Cn1c(C)nc2ccccc21 (centres undefined)
/,/,/,-10%,2%,/,3%,-10%,/,CCN1C[C@@H]2[C@@H]3C(=O)N(Cc4ccccc4)C(=O)[C@@H]3[C@](CC)(C(=O)OC)N2C1=NCc1ccccc1
3.6,?,-16%,-13%,0%,-16%,?,?,-8%,Cc1ccc(S(=O)(=O)Nc2ccc(NC(=O)c3c(F)c(F)c(F)c(F)c3F)cc2)cc1
0.1,-10%,-4%,0%,-4%,9%,23%,-22%,/,Cc1cccc(NC(=O)CSc2cn(CC(=O)N3CCOCC3)c3ccccc23)c1C
-0.3,-7%,-2%,0%,/,9%,38%[activator],-6%,-2%,c1ccc2c(c1)OCC(c1csc3ncnc(N4CCOCC4)c13)O2 (centres undefined)

Bioassay records (PubChem)
